From PubChem BioAssay
TDP1 inh: blocks human tyrosyl-DNA phosphodiesterase 1; Q9NUW8; recombinant TDP1, AlphaScreen DNA substrate cleavage; Potency, µM (doses to about 130 µM), without a hit: top-dose activity change, negative = inhibition, actives largely listed as inhibitors; 350,000 tested, 0.28% active; AID 485290; further: nearly all actives have a fitted effect of over 40% in size
Target sequence (Q9NUW8 whole entry, looked up): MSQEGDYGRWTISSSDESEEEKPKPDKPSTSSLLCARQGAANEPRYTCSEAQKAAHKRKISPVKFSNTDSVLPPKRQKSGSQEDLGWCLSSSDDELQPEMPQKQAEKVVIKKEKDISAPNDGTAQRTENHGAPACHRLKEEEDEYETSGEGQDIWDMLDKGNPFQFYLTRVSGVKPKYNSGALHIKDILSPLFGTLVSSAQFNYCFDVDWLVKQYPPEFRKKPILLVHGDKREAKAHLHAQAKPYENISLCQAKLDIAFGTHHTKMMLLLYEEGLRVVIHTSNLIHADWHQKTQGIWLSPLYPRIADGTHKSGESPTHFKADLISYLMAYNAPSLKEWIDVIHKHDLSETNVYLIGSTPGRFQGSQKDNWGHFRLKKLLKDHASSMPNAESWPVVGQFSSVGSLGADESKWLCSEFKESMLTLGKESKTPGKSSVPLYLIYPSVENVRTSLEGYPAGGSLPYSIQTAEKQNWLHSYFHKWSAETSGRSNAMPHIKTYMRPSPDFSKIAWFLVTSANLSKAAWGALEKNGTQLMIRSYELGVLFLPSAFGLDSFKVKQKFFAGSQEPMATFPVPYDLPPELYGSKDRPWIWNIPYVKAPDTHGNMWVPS
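Here, a 5' biotin and 3' phosphotyrosine-FITC DNA oligonucleotide reports Tdp1 activity: intact substrate bridges AlphaScreen beads, while cleavage leaves a 3' phosphate and drops signal. All incubations at room temperature.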
N370S GC mod: N370S glucocerebrosidase modulation, Gaucher chaperone candidate | P04062 | N370S GC spleen homogenate, 4MU-glucoside fluorescence | Potency, µM (titrated, usually from 59.4 µM), for the others: top-dose activity change, negative = inhibition, most hits filed as inhibitors | 330,000 tested, 0.092% active | AID 2101;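 further: 0% = full enzyme activity and -100% = no enzyme basal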
FEN1 inhibitor: blocks human flap endonuclease 1. P39748. Recombinant FEN1 flap cleavage, fluorescence, 15 min. Potency, µM (series often up to 114 µM), inactives show at the highest dose activity change, negative = inhibition, hits mostly inhibitors. 390,000 tested, 0.35% active. AID 588795; further: nearly all actives have a fitted effect of over 65% in size
Target sequence (P39748 whole entry, looked up): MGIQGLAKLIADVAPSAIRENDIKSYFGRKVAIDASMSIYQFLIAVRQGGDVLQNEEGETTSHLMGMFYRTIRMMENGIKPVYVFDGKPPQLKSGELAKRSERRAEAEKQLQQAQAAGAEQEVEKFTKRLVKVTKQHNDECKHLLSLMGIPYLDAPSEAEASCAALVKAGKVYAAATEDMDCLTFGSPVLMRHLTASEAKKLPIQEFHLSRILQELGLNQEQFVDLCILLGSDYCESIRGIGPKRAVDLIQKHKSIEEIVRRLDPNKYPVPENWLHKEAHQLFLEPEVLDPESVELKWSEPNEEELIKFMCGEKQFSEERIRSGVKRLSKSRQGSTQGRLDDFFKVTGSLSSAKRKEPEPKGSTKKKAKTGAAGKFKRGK
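FEN1 at 10 nM, compound pretreatment for 15 min (room temperature), 50 nM final substrate to initiate; endpoint reads at 0 and 15 min; DMSO-only plates used as vehicle background.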
Starred values were filed as active, the others as inactive; ? = inconclusive; . = no result given; & = joins results of further samples; [ ] = dose if it differs, or a comment. The call rests on the fitted dose curve; in most records, active means well fitted curve in the direction sought with a large enough effect; inconclusive means small, poorly fitted or top-dose-only effect, or another doubt; inactive means no such curve, though single readings can be large; an effect the other way counts as inactive or inconclusive. Unless noted, on the % scale 0 is the no-effect control and ±100 the full control effect; potency means the concentration at half of the fitted maximal effect. No enrichment for hits. About 0.57% of those tested had a hit in this group.

SMILES	TDP1 inh	N370S GC mod	FEN1 inhibitor
O=C(O)c1ccccc1-c1nnc2c(Cl)cc(C(F)(F)F)cn12	.	-6%	21%
O=C(CSc1nnc(COc2ccccc2)o1)N1CCN(c2ccccc2)CC1	5%	4%	2%&13%
CCOc1ccc(NC(=O)Nc2nnc(N3CCCCC3C)s2)cc1 (stereo not given)	9%	.	16%
Cc1cc(C)cc(OCC(=O)OCC(=O)N2CCc3ccccc32)c1	-14%	-6%	-1%
Cc1c(Br)c([N+](=O)[O-])nn1CC(=O)N1CCN(Cc2ccccc2)CC1	8%	9%	-1%
CCC(C)NS(=O)(=O)c1ccc(OCC(=O)Nc2ccc3c(c2)OCCO3)cc1 (stereo not given)	4%	-3%	4%
Cc1[nH]nc2oc(=O)c(CCO)c(C)c12	-1%	-2%[12.8 µM]	6%
COc1cc(NC(=O)c2cc(-c3ccc(Cl)c(Cl)c3)on2)cc(OC)c1OC	0%	.	1%
CCN(CC)CCN1C(=O)C2C(C(=O)Nc3cc(C)cc(C)c3)C3C=CC2(O3)C1C(=O)NC1CCCCC1 (stereo not given)	-1%	1%	0%
Cc1ccc(S(=O)(=O)CCC(=O)OCc2cc(C)ccc2C)cc1	.	2%	-12%
CCN(CCCNC(=O)COc1cc(=O)n(CC)c2ccccc12)c1ccccc1	5%	-11%	-1%
CC(C)c1ccc(S(=O)(=O)NCc2ccc3c(c2)CCN3C(=O)c2ccccc2)cc1	5%	.	-7%
C/C(CC(=O)Nc1ccccc1-c1ccccc1)=N\NC(=O)COc1ccc(C)cc1Br	2%	3%	-21%
O=C(OCC(=O)N1CCCc2ccccc21)c1cccc(C(F)(F)F)c1	0%	-5%	1%
Cn1c(CNC(=O)CNS(=O)(=O)c2ccc(Br)cc2)cc(=O)n(C)c1=O	.	-11%	1%
CCN(CC)CCCN1C(=O)C(=O)/C(=C(/O)c2ccc3c(c2)CC(C)O3)C1c1ccncc1 (stereo not given)	-2%	-10%	.
COc1cc(-c2csc(N3CCOCC3)n2)cc(OC)c1OC	10%	-1%	13%
Cc1cc(C)c2c(n1)SCC(=O)N2CC(=O)Nc1ccc(F)cc1	.	3%	-6%
COc1ccc(N2CCN(C(c3cccs3)C(C)NC(=O)C(=O)N3CCCC3)CC2)cc1 (stereo not given)	6%	-4%	1%
N=c1sccn1CC(=O)Nc1ccccc1Sc1ccccc1	5%	3%	-3%
CCc1nnc(NS(=O)(=O)c2ccc(NC(=O)COc3ccc(Cl)c(C)c3)cc2)s1	0%	3%	12%
CCCCOc1ccc(C(=O)Nc2ccc(CN3CCOCC3)cc2)cc1	.	1%	10%
Cc1cc(=O)oc2cc(OCC(=O)N3CCCC(C)C3)ccc12 (stereo not given)	1%	-5%	4%
O=C(CCCNS(=O)(=O)c1ccc(Br)cc1)N1CC[C@@]2(O)CCCC[C@H]2C1	-2%	1%	9%
CSCC[C@H](NC(=O)OC(C)(C)C)c1nnc(SCC(=O)N(C)C)o1	-4%	-5%	-4%
C=CCOc1ccc(C2NC(=S)NC(c3ccccc3)=C2C(C)=O)cc1OC (stereo not given)	5%	-4%	-11%
COCCNC(=O)c1ccc2c(c1)S(=O)(=O)c1cc(Cl)ccc1C2=O	0%	.	-16%
CCc1noc(C)c1C(=O)N1CCN(S(=O)(=O)c2c(C)cc(C)cc2C)CC1	0%	.	-15%
CCOc1ccc(C(=O)CCCC(=O)c2ccc(OCC)cc2)cc1	.	-5%	0%
COc1ccc(N2CCN(C(=O)Cn3c(-c4cccs4)cc4ccccc43)CC2)cc1	6%	.	-3%
COc1ccc(Oc2c(C=O)c3ccccc3n2C)cc1	0%	16%	-1%
O=C1/C(=C/c2ccc(Br)cc2)Oc2cc(O)ccc21	.	-9%	0%
COCCn1c(C)cc(C(=O)CSc2nc3ccccc3c(=O)[nH]2)c1C	-1%	4%	-12%
CCOC(=O)c1c(C)[nH]c(C)c1S(=O)(=O)N(C)CC(=O)NCc1ccc(Cl)cc1	4%	.	1%
CC(=O)Nc1ccc(SCC(=O)OCC(=O)NC(=O)NC2CCCC2)cc1	-2%	3%	-5%
O=C(OCCOc1ccc(Br)cc1)c1cnccn1	9%	-2%	-2%
COc1ccccc1NC(=O)CC1COc2ccccc2O1 (stereo not given)	0%	-5%	-12%
O=C(CSc1nnc(-c2ccncc2)n1Cc1ccco1)Nc1cccc(O)c1	3%	-13%	2%
CC(C)=C1C2C=CC1C(C(=O)Nc1cccc(C)c1)C2C(=O)O (stereo not given)	0%	-10%	5%
Cc1cc(NC(=O)c2ccc(S(=O)(=O)N(C)C)cc2)no1	4%	5%	3%
CCc1[nH]nc2c1C(Cc1ccccc1)C(C#N)=C(N)O2 (stereo not given)	2%	0%	2%
Cc1c(NC(=O)c2ccccc2NC(=O)c2ccccc2)cccc1C(=O)O	.	-2%	-5%
CC(C)CNC1=CC(=O)CC(c2ccco2)C1 (stereo not given)	.	-12%	-1%
CCc1cccc(OCCCCNCCCOC)c1	-3%	1%	9%
COc1ccc(OCC(=O)OC(C)CN2CCCCC2)cc1 (stereo not given)	.	6%	5%

Sorted by molecular weight (lowest first): 6 of the compounds above.
SMILES	TDP1 inh	N370S GC mod	FEN1 inhibitor
COc1ccc(Oc2c(C=O)c3ccccc3n2C)cc1	0%	16%	-1%
COc1ccc(OCC(=O)OC(C)CN2CCCCC2)cc1 (stereo not given)	.	6%	5%
Cc1cc(NC(=O)c2ccc(S(=O)(=O)N(C)C)cc2)no1	4%	5%	3%
CC(C)=C1C2C=CC1C(C(=O)Nc1cccc(C)c1)C2C(=O)O (stereo not given)	0%	-10%	5%
O=C(OCCOc1ccc(Br)cc1)c1cnccn1	9%	-2%	-2%
O=C(CSc1nnc(-c2ccncc2)n1Cc1ccco1)Nc1cccc(O)c1	3%	-13%	2%

Next entries follow.
SMILES	TDP1 inh	N370S GC mod	FEN1 inhibitor
COc1cccc(N=C2SC(C(=O)Nc3ccccc3F)CC(=O)N2C)c1 (stereo not given)	-2%	10%	-5%
COc1cc(/C=N/NC(=O)c2ccncc2)ccc1Oc1ccc([N+](=O)[O-])cn1	3%	-13%	7%
O=C(NCCCN1CCOCC1)c1ccc(NS(=O)(=O)c2cccc([N+](=O)[O-])c2)cc1	3%	-6%	3%
CC1(C)CC2CC(C)(CN2C(=O)COc2cccc3ccccc23)C1 (stereo not given)	2%	17%	-21%
COc1ccc(OCCNC(=S)Nc2cccc3ccccc23)cc1	8%	15%	-5%
CC(C)c1ccccc1NC(=O)c1ccc(CN(c2ccccc2)S(=O)(=O)c2ccccc2)cc1	0%	4%	.
Clc1ccc(C2Nc3cccc4cccc(c34)N2)cc1	10%	7%	2%
O=C(CCN1CCCCC1)c1ccc2c(c1)OCO2	3%	9%	10%
C/C(=N\NC(=O)c1ccc(O)cc1)c1cccc(NC(=O)c2ccccc2C)c1	4%	?	-4%
COc1ccccc1N(C)S(=O)(=O)c1ccc(C(=O)Nc2cc(F)ccc2C)cc1	-2%	.	-10%
O=C(NNc1c(F)c(F)cc(F)c1F)c1ccc(Cl)nc1	11%	3%	14%
CCc1ccc(C(=O)c2cn(CC(=O)Nc3ccc(F)cc3)c3cc4c(cc3c2=O)OCO4)cc1	-4%	.	-4%
Cc1cc2oc(=O)cc(CN3CCOCC3)c2cc1C(C)C	0%	-5%	-3%
COc1cccc(NC(=O)c2ccc3c(c2)C(=O)N(CC2CCCO2)C3=O)c1 (stereo not given)	0%	0%	12%
CCCC(=O)OCCNc1cc(SCc2ccco2)c2nonc2c1[N+](=O)[O-]	1%	5%	-26%
COc1ccc(NC(=O)c2sc3ncnc(N4CCN(c5ccccn5)CC4)c3c2C)cc1Cl	2%	23%	-4%
CC(NC(=O)c1cccc(S(=O)(=O)N2CCN(Cc3ccccc3)CC2)c1)c1ccc(Cl)cc1 (stereo not given)	-6%	?	-13%
Cc1ccc(C2=NN(CC(=O)NCCCN(CC(C)C)CC(C)C)C(=O)CC2)cc1	8%	.	-8%
CC1C(=O)CC(c2ccccc2)NC1c1ccccc1 (stereo not given)	1%	9%	-3%
O=C(CO)N/N=C/c1ccccc1F	6%	-1%	2%
CCOC(=O)N1CCN(C(=O)Cn2cc3c(n2)CCCC3)CC1	-5%	-7%	8%
COc1ccc(/C=C2\NC(=S)N(CC3CCCO3)C2=O)c(OC)c1 (stereo not given)	2%	-9%	-20%
CSCC(C)N1CCC(n2nccc2NC(=O)CCCc2ccccc2)CC1 (stereo not given)	2%	-6%	0%
Cc1ccc(NC(=O)COC(=O)CCc2ccc(S(=O)(=O)N3CCOCC3)cc2)c(C)c1	5%	5%	-5%
COC(=O)CCN(Cc1cc(OC)ccc1OC)S(=O)(=O)c1ccccc1Br	1%[56.1 µM]	.	1%
COc1ccc(C(O)c2coc3ccc(O)c(CN(C)C)c23)cc1 (stereo not given)	5%	-1%	-8%
O=c1c(O)c(-c2ccc(O)c(O)c2)oc2cc(O)ccc12	-8%	7%&-5%	?
COc1ccc(NC(=O)c2ccc(F)cc2)cc1S(=O)(=O)Nc1cc(C)ccc1Br	3%	13%	-16%
c1ccc(COCCCc2cnc[nH]2)cc1	-7%	15%	.
O=C(NCC1CC1)NC(=O)c1c(F)cccc1Cl	0%	2%	-10%

Retrieved by structure from the entries so far:
SMILES	TDP1 inh	N370S GC mod	FEN1 inhibitor
Cc1cc(C)cc(OCC(=O)OCC(=O)N2CCc3ccccc32)c1	-14%	-6%	-1%
O=C(CO)N/N=C/c1ccccc1F	6%	-1%	2%
CCN(CC)CCN1C(=O)C2C(C(=O)Nc3cc(C)cc(C)c3)C3C=CC2(O3)C1C(=O)NC1CCCCC1 (stereo not given)	-1%	1%	0%
COc1ccccc1NC(=O)CC1COc2ccccc2O1 (stereo not given)	0%	-5%	-12%

(more compounds)
SMILES	TDP1 inh	N370S GC mod	FEN1 inhibitor
CCOC(=O)N1CCN(C(=O)c2ccccc2SCC(=O)NCC2CCCCC2)CC1	.	-8%	-3%
CCC(=O)Nc1ccccc1-c1nc2ccccc2n(CC(=O)Nc2ccc(C)c(C)c2)c1=O	9%	.	0%
Cn1c(-c2cccc(Br)c2)n[nH]c1=O	0%	5%	-7%
COc1ccc(C(=O)C[N+]2(C)CCOCC2)cc1	-4%	-4%	3%&-1%
O=C(c1ccccc1F)N1CCN(C(=O)C2CC2)CC1	3%	-4%	1%
O=C(Cc1ccccc1)N1CCCC(c2nc(-c3ccc(S(=O)(=O)N4CCCC4)cc3)no2)C1 (stereo not given)	2%	0%	9%
O=C(O)Cc1ccc(NC(=O)c2cccc(NC(=O)c3ccco3)c2)cc1	.	-5%	2%
Nc1ccc(S(=O)(=O)Nc2nccc(/C=C/c3ccc(Cl)cc3)n2)cc1	8%	-1%	1%
CCCC1S/C(=N/N=C/c2ccco2)NC1=O (stereo not given)	?	14%	1%
Cc1noc(C)c1NC(=O)N(C)C[C@H]1Oc2ccc(NC(=O)Cc3ccccc3)cc2C(=O)N([C@H](C)CO)C[C@@H]1C	0%	.	-2%
COC(=O)C1C2C=CC3(CN(C(C)C)C(=O)C13)O2 (stereo not given)	4%	-6%	19%
COC(=O)c1ccc(CNC(=O)c2ccc(S(=O)(=O)N3CCCC(C)C3)cc2)cc1 (stereo not given)	-5%	.	-3%
COCCN(Cc1cc2ccc(C)cc2n2nnnc12)Cc1nnnn1C(C)(C)C	3%[56.1 µM]	24%	8%
O=C(NNS(=O)(=O)c1ccccc1F)c1cccc(S(=O)(=O)N2CCOCC2)c1	-2%	22%	-2%
CCc1ccc(CN2CCN(c3ncccn3)CC2)cc1	.	-16%	23%
Cc1ccccc1Cn1c2ccccc2c2cnn(CC(=O)N3CCN(c4ccccc4)CC3)c(=O)c21	5%	7%	-6%
CCOC(=O)c1c(C)sc2c1N(C(=O)CN(CC)CC)c1ccccc1S2	0%	-9%	1%
COc1ccc(-n2c(=O)c3ccccc3n(CC(=O)Nc3cccc(OC)c3)c2=O)cc1	-3%	-28%	22%
COC(=O)c1ccccc1NC(=O)CSc1ccccn1	4%	-4%	3%
COc1ccc(OC)c(NC(=O)CSc2nc(O)cc(=O)n2CC(C)C)c1	2%	.	-5%
COc1cccc(/C=N/NC(=O)CCn2cnc3ccccc32)c1	10%	-11%	-5%
O=C1c2ccc(-c3ccc(F)cc3OCc3ccccc3)cc2S(=O)(=O)c2cccc(C(=O)N3CCCC3)c21	5%	.	-19%
COc1ccc(Nc2nc(-c3ccccc3)c3cc(Br)ccc3n2)cc1	1%[12.3 µM]	.	2%
CCC1CCCCN1C(=O)CSc1nc(N)c(NC(=O)c2ccco2)c(=O)[nH]1 (stereo not given)	2%	1%	3%
CC12C=CC(=O)C=C1[C@@H](F)CC1C2C(O)CC2(C)C1CC[C@]2(O)C(=O)CO (stereo not given in full)	6%	-6%	.
